# mcGAS MS inh: inhibitors of Mus musculus cyclic GMP-AMP synthase, initial high-throughput assay, cell-free, RapidFire MS; recombinant mouse cGAS, cGAMP by RapidFire MS; 0.18% of 130,000 active; AID 1259397, 2018; Q8C6L5; inhibition, % at 12.5 µM;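 active = inhibition of cGAS enzyme activity at or above 60%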;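 note: enzyme stimulated by 45 bp dsDNA with ATP and GTP substrates; cGAMP share of summed cGAMP plus half ATP and half GTP signals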
# Target sequence (Q8C6L5 whole entry, looked up): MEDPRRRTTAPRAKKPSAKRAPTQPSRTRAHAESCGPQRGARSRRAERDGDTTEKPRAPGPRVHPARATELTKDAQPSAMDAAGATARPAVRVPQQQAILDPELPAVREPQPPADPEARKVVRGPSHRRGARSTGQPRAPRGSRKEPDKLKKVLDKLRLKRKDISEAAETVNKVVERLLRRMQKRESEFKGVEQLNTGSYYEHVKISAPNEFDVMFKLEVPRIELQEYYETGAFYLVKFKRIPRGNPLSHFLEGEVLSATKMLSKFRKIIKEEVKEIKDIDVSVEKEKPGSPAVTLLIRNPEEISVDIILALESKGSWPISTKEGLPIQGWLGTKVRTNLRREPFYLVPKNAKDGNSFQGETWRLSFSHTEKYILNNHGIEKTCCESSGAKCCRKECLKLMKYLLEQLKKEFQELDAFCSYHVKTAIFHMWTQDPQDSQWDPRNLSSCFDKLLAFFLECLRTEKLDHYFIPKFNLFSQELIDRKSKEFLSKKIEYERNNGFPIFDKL
# * hit, by the source's call; & = joins results of further samples. The list is partial; count on the stated rates, not on these rows.
SMILES,mcGAS MS inh
COc1ccc(Br)c(Cn2c(C)c(C(=O)Nc3ccc(C)cc3)sc2=O)c1,-6
O=C(Cn1cccn1)NCCc1ccccc1Br,-19
COc1ccc(C2CNCC2C(=O)N2CCCC2)c(OC)c1 (centres undefined),-5
COc1ccc2sc(Nc3ccc4c(c3)OCCO4)nc2c1,-6
CNc1ccc(Cl)cc1C1NCCc2ccccc21 (centres undefined),1
c1csc(-c2nc(NC3CCCC3)c3ccccc3n2)c1,-6
Fc1ccc(-c2cc3ncnc(-n4ccnc4)c3s2)cc1,-7
COC(=O)[C@@H]1C[C@H](NC(=O)c2csc(Cc3ccccc3)n2)CN1C,-26
Cc1cc(NCC(C)n2nc(C)cc2C)nc(N(C)C)n1 (centres undefined),-7
Cn1cccc1C1CCCN1Cc1cc(=O)n(C)c(=O)n1C (centres undefined),-1
O=C(NCc1ccc(Cl)s1)c1cccs1,-11
CC(C)NC(=O)COC(=O)c1cc(Br)cn1C(C)C,1
Cc1noc(C)c1CNC(=O)C1CCCCN1CC(C)C (centres undefined),-14
CCN(CC)c1nc(C#N)nc(N(CC)CC)n1,-6
CCOC(=O)c1c(C)[nH]c(C(=O)CN2C(=O)NC3(CCC(C)CC3)C2=O)c1C (centres undefined),-5
CC(C)CC1=NN(C(=O)c2ccccc2Br)C(O)(C(F)(F)F)C1 (centres undefined),-48
Cc1c[nH]c(C(=O)NC2CC(=O)N(Cc3cccc4ccccc34)C2)c1 (centres undefined),-9
CN(C)S(=O)(=O)N1CCN(Cc2ncc(Cl)n2C)CC1,-31
O=C1c2ccccc2C(=O)N1CCS(=O)(=O)N1CCC2(CCNCC2)C1,-14
O=C(/C=C\c1ccccc1)NCC1CN(c2ccccc2)C(=O)O1 (centres undefined),-19
COC(=O)C(c1ccccc1F)N1CCOCC1 (centres undefined),2
Cc1nc2ccc(Cl)cn2c(=O)c1NC(=O)c1cccc(C(F)(F)F)c1,-12
CCN(CC)S(=O)(=O)c1ccc2[nH]c(=O)cc(C(=O)N3CCN(C(C)C)CC3)c2c1,-46
Cc1ccc(O)c(C(=O)c2coc(=N)c(C(=O)Nc3c(C)cccc3C)c2)c1,3
Cc1ccccc1Oc1cc(Cl)ncn1,-3

# Six compounds out of the list, sorted by SMILES length, descending:
SMILES,mcGAS MS inh
CCN(CC)S(=O)(=O)c1ccc2[nH]c(=O)cc(C(=O)N3CCN(C(C)C)CC3)c2c1,-46
COC(=O)[C@@H]1C[C@H](NC(=O)c2csc(Cc3ccccc3)n2)CN1C,-26
CC(C)CC1=NN(C(=O)c2ccccc2Br)C(O)(C(F)(F)F)C1 (centres undefined),-48
COc1ccc(C2CNCC2C(=O)N2CCCC2)c(OC)c1 (centres undefined),-5
c1csc(-c2nc(NC3CCCC3)c3ccccc3n2)c1,-6
O=C(NCc1ccc(Cl)s1)c1cccs1,-11

# (cont.)
SMILES,mcGAS MS inh
Cc1nc(-n2nc(C3CC3)cc2NC(=O)c2cc3ccccc3o2)[nH]c(=O)c1C,-1
COc1cccc(-c2nn(CN3CCc4sccc4C3)c(=S)n2C)c1,-4
Cc1ccccc1N1CCCN(Cc2nc[nH]c2C)CC1,-15
O=C(c1ccc(Cn2ccnc2)o1)N1CCC2(CCNCC2)CC1,3
CC(=O)N1Cc2ccccc2C[C@H]1C(=O)NCc1ccnn1C,1
Cc1noc(C)c1CS(=O)(=O)c1nccn1C1CC1,-2
CC(C)S(=O)(=O)Nc1ccc2c(c1)C(=O)Nc1ccccc1O2,0
CCc1ccc(-n2ccc3nc(N4CCc5ccccc5C4)ncc3c2=O)cc1,-5
O=C(Oc1ccc(Cl)cc1)c1ccc(S(=O)(=O)N2CCCCCC2)cc1,0
CCN(Cc1nc2cc(Cl)ccc2c(=O)[nH]1)C(=O)COc1c(C)cc(Cl)cc1C,-7
O=C(COC(=O)c1ccco1)Nc1ccc2ccccc2c1,-15
CC1(C(=O)NCc2ccc3c(c2)OCO3)CCN1CCCc1ccccc1 (centres undefined),-9
COCCC(=O)N(CCC#N)c1ccc2c(c1)OCCO2,-2
CC1(C)CCN(C(=O)NCCc2nccn2Cc2ccccc2)C1,0
Cc1ccc(-c2cc(O)c3c(c2)CN(C(=O)CN2CCOC2=O)CCO3)s1,-15
CC(C)C(=O)N1c2ccccc2N=C2CC(c3ccccc3)CC(=O)C2C1c1ccc(F)cc1 (centres undefined),-8
CSc1ccc(CN2C(=O)C(C)Sc3ccccc32)cc1 (centres undefined),45
CCN(CC)C(=O)c1ccc(O)c(OC)c1,-2
COCCNC(=O)c1ccccc1N1CCC(N)CC1,-8
COc1ccccc1C(=O)N1CCN(C(C(=O)NCc2cccc(C)c2)C2CCCC2)CC1 (centres undefined),-5
Cc1nccn1CCC1CCCCN1C(=O)c1cc(CC(C)C)on1 (centres undefined),-4
c1ccc(-c2noc(COc3ccc4c(c3)OCO4)n2)cc1,-5
CN(C)C(=O)c1ccc(NC(=O)CC(C)(C)C)cc1,-8
COCC(=O)Nn1cnc2c(cnn2C(C)(C)C)c1=O,-6
CCCC[n+]1c(C)sc2ccccc21,5

# Next part:
SMILES,mcGAS MS inh
CC1=CC(C)(C)NC(=S)N1c1ccc2ccccc2c1,-5
NC(=O)COc1ccc(-c2nccn2Cc2ccc(F)cc2)cc1,-14
CCC(=O)C1=C(c2ccc(F)cc2)N(C(=O)CC)n2cnnc2S1,-4
O=C1CN(S(=O)(=O)c2ccc(Cl)cc2)C(c2ccccc2)c2cc(Br)ccc2N1 (centres undefined),-8
O=S(=O)(c1ccc(N/N=C2\CCSc3ccc(F)cc32)nc1)N1CCCCC1,-7
CC(C)NC(=O)NC(=O)CSc1ccc(C(C)(C)C)cc1,-33
Cn1c(Cn2c(=O)sc3ccccc32)nnc1SCc1ccc(F)cc1,6
CCCCc1ccc(NC(=O)c2cn(CC)nc2OCC)cc1,-9
O=C(CSc1nc2sc3c(c2c(=O)n1Cc1ccco1)CCC3)N1CCc2ccccc21,-5
CCOC1(c2ccccc2)CC(c2ccccc2)C2(O1)C(=O)c1ccccc1C2=O (centres undefined),-49
CN(Cc1ccc2nonc2c1)Cc1nc(-c2ccc3c(c2)OCO3)no1,-8
Cc1noc(C)c1S(=O)(=O)NC1CC1c1ccccc1 (centres undefined),3
CCN(Cc1noc(C2CCC2)n1)C(=O)c1cnc2ccnn2c1C,-5
CC(c1ccc(Cl)cc1)N(CC(=O)NC(C)(C#N)C1CC1)C1CC1 (centres undefined),-13
Cc1cc(S(=O)(=O)NCc2ccc3c(c2)OCO3)c(C)cc1Cl,-8
COC(=O)C(C)(C)NC(=O)c1csc(-c2ccc(Cl)cc2Cl)n1,-1
O=C(CCC1CCCN(C(=O)CCc2cccs2)C1)NC1CC1 (centres undefined),-10
Cc1ccc(C(NC(=O)CN2CCNC(=O)C2)c2cccs2)cc1 (centres undefined),-2
N=c1sccn1CC(=O)NC(=O)NC1CCCC1,-8
O=C(NCCNc1ccc(Nc2ccncc2)nn1)Nc1cccc(F)c1,-5
Cc1csc(SCC(=O)NC(=O)NC2CCCC2)n1,-12
CN(Cc1cccc2cnccc12)S(=O)(=O)NCc1ccccc1,-15
c1ccc(C2=NN(c3ccccc3)C3CCCC23)cc1 (centres undefined),-10
Cc1nnsc1CN(C)C(=O)CCc1c(C)nn(C)c1C,-24
Cc1ccccc1OS(=O)(=O)Cc1ccon1,-3

# The list goes on:
SMILES,mcGAS MS inh
COc1cccc(CN2CCCC(CO)(Cc3ccccc3C)C2)c1 (centres undefined),-6
CC(C)c1cc(C(=O)N2CCCCC2CCN2CCOCC2)on1 (centres undefined),-18
COC(=O)[C@@H]1Sc2cc(NC(C)=O)ccc2N(C=O)[C@H]1C(=O)OC,-4
COc1ccc(OC)c(S(=O)(=O)NC(C)c2cnn(-c3ccccn3)c2C)c1 (centres undefined),-5
COc1ccccc1OCC(=O)Nc1nc2cc3c(cc2s1)OCCO3,-6
CCCCc1nc2cc(C(=O)N3CCN(c4ccccc4)CC3C)ccc2o1 (centres undefined),-4
CCCNC(=O)NNC(=O)c1cccn(Cc2cccc(Cl)c2)c1=O,-4
CCn1nnc2c(NCc3ccc(F)cc3)ncnc21,-17
Cc1cccc(C2(C(=O)C(C#N)C(=O)Nc3ccccc3F)CC2)c1 (centres undefined),15
CCOc1ccnc(NCCN2CCCOC2=O)n1,-36
COc1cccc(OC)c1-c1cnnc(NCCN2CCCc3ccccc32)n1,-8
COCC(=O)N(Cc1cc(N)ccc1N(C)C)CC1CC1,-6
O=C(c1ccc(-c2ccsc2)nc1)N1CCCC(c2ccccc2)CC1 (centres undefined),1
Cc1ccc(CC(=O)Nc2cc(Cl)c(Cl)cn2)cn1,-8
O=C(O)C1=Cc2sc3c(c2CS1)CCCC3,-3
CC(O)(CN1CCC(Nc2ccccc2)C1)c1cccc(C(F)(F)F)c1 (centres undefined),-2
Cc1nc(N(C)CC(=O)NC2CC2)c2c3c(sc2n1)CCC3,4
CCOc1ccc(CN2CC[C@@](C)(O)[C@@H](Cc3ccccc3)C2)cn1,-18
COc1cc(C(=O)N2CCCC(N3CCCC3)C2)ccc1OC1CCCC1 (centres undefined),-4
O=C(Nc1sc2c(c1-c1nc3ccccc3s1)CCCC2)C1=COCCO1,-8
COC(=O)N1CCc2c(sc(NC(=O)c3ccccc3)c2C(N)=O)C1,-5
O=C1NCCN2CCN(C(=O)Cn3cc(C(F)(F)F)ccc3=O)CC12 (centres undefined),-11
CCc1cc2c3c(c1)C(C)=CC(C)(C)N3C(=O)C2=O,-10
CCOC(=O)C1(CC2CCCCO2)CCN(C(=O)Nc2ccccc2C(=O)OC)CC1 (centres undefined),-9
CS(=O)(=O)NCc1cccc(-c2ccc(C#N)s2)c1,1

# (cont.)
SMILES,mcGAS MS inh
CN(C)C(=O)c1cccc(S(=O)(=O)NC2CCc3ccccc3C2)c1 (centres undefined),-10
CC1(C)SC(c2c[nH]c3ccccc23)N[C@H]1C(=O)O (some centres undefined),-7
Cn1nc(C2CC2)c2c1NC(=O)CC2c1cc(CN2CCCC2)cs1 (centres undefined),-8
COCCNC(=O)Cn1nc([N+](=O)[O-])cc1C,-10
CSc1nc(C)c(CCC(=O)Nc2cccc(Br)n2)c(=O)[nH]1,2
O=C(CSc1n[nH]c2nc3ccccc3n12)N1CCN(C(c2ccccc2)c2ccccc2)CC1,-7
O=C(Cc1ccc(Cl)cc1Cl)NCc1ccc2c(c1)OCCO2,-12&-5
O=C(c1cccnc1/C=C/c1ccccc1)N1C[C@H]2CC[C@@H]1C2,-11
COc1cccc(C2CNCC2CN(CC(C)C)C(C)=O)c1 (centres undefined),-6
NC(=O)COC(=O)C=Cc1ccc(I)o1,-5
NC(=O)Cc1cc(=O)[nH]c(=S)[nH]1,21
NCC1Cc2cc(-c3nc4ccccc4s3)cc(Cl)c2O1 (centres undefined),-29
COC(=O)c1c(C)[nH]c(C(=O)COC(=O)c2cnn(C)c2C)c1C,-2
CN1CCCc2cc(C(CNC(=O)c3ccc(Br)o3)N(C)C)ccc21 (centres undefined),-8
CNC(=O)Cn1nc(C2CC2)c2cnn(-c3cccc(Cl)c3)c2c1=O,-7
Cc1nc(C)n(CCNS(=O)(=O)NCc2ccccc2)n1,-27
Fc1ccc(-c2cc(C(F)(F)F)nc(N3CCCC3)n2)cc1,11
CN(Cc1ccc(C(C)(C)C)cc1)C(=O)C1CCN(S(=O)(=O)c2cc(C(N)=O)n(C)c2)CC1,6
CC(C)(CO)CCCNC(=O)C1Cc2cccc(F)c2O1 (centres undefined),-5
Cc1nc(CN2CCN(C(=O)CC(=O)Nc3ccc(F)c(Cl)c3)CC2)cs1,-12
Cc1noc2nc3c(c(C(=O)N4CCC(N5CCCC5=O)CC4)c12)CCC3,5
C=C(C)CN(CC)C(=O)[C@@H]1C[C@H](NC(=O)C2CCCCC2)CN1C,0
CCOC(=O)c1c(C2CC2)csc1NC(=O)COC(=O)CN1C(=O)NC(C)(C)C1=O,9
Cc1ncc(CN2CCC(n3nccc3NC(=O)Nc3ccccc3Cl)CC2)s1,-13
COCCN(Cc1nccs1)Cc1cc2ccccc2[nH]c1=O,-22

# The list goes on; the last 3 above are carried over.
SMILES,mcGAS MS inh
CCOC(=O)c1c(C2CC2)csc1NC(=O)COC(=O)CN1C(=O)NC(C)(C)C1=O,9
Cc1ncc(CN2CCC(n3nccc3NC(=O)Nc3ccccc3Cl)CC2)s1,-13
COCCN(Cc1nccs1)Cc1cc2ccccc2[nH]c1=O,-22
CCCn1c(-c2cc(OC)c(OC)c(OC)c2)nc2c(c(=O)c3ccccc3n2C)c1=O,-4
O=C(c1nc2sccn2c1CN1CCc2ccccc2C1)N1CCCCC1,-7
COc1cccc(-c2ccccc2NC(=O)C2CCN(Cc3cccc4c3OCO4)CC2)c1,-3&-2
CC1(C(=O)N2CCN(C(=O)c3ccco3)CC2)CCN1Cc1ccccc1Cl (centres undefined),-9
O=C(O)C1CCCN1S(=O)(=O)c1ccc(Br)s1 (centres undefined),-3
CC1CCN(C(=O)CCNC2CCSC2)CC1 (centres undefined),0
COC(=O)c1cc(OC)c(OC)cc1NC(=O)CCc1ccsc1,1
CN(C)C(CNC(=O)c1ccc(C(F)(F)F)cc1)c1c(F)cccc1Cl (centres undefined),10
Nc1n[nH]c(N)c1Cc1cccc(Br)c1,-7
O=C(NCCc1ccccc1)N1CCn2cccc2C1c1ccc(Cl)cc1 (centres undefined),-10
COc1ccc(C(=O)N2CCC2(C)C(=O)O)cc1OC (centres undefined),1
CC12CCC(c3c(C(=O)O)nn(-c4ccc(F)cc4)c31)C2(C)C (centres undefined),-7
CCCCN(Cn1nc(-c2cccc(OC)c2)n(C)c1=S)C1CCS(=O)(=O)C1 (centres undefined),-2

# Among those listed so far, these have a cyano group.
SMILES,mcGAS MS inh
CCN(CC)c1nc(C#N)nc(N(CC)CC)n1,-6
COCCC(=O)N(CCC#N)c1ccc2c(c1)OCCO2,-2
CC(c1ccc(Cl)cc1)N(CC(=O)NC(C)(C#N)C1CC1)C1CC1 (centres undefined),-13
Cc1cccc(C2(C(=O)C(C#N)C(=O)Nc3ccccc3F)CC2)c1 (centres undefined),15
CS(=O)(=O)NCc1cccc(-c2ccc(C#N)s2)c1,1

# Screens deposited in PubChem by Fisher Drug Discovery Resource Center.
